# NR2E3 ag-1: NR2E3 (human) agonism; Q9Y5X4; GST-NR2E3/biotin-RetCOR TR-FRET, 1536-well; inhibition of corepressor binding, % at 4.78 µM; 0.12% of 320,000 active; AID 2300;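 active = percent inhibition above the cutoff of mean plus 3 SD of all tested compounds, set per screening campaign, cut at about 20% in these data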;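 also: 0% = DMSO wells and 100% = biotin wells as full block of FRET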
# Target sequence (Q9Y5X4 whole entry, looked up): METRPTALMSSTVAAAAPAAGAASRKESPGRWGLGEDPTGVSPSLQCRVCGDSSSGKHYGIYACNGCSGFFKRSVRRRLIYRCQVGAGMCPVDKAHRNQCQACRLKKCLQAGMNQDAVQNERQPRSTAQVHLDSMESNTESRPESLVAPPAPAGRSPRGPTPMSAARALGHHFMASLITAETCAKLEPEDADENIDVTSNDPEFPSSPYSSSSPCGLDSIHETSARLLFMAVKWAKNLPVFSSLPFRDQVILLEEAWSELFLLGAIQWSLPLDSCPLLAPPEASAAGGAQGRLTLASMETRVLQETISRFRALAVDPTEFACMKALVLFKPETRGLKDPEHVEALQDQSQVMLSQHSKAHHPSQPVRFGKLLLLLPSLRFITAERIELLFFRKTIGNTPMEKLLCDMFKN
#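 Material: NR2E3–RetCOR corepressor complex / Incubation: Compound–protein incubation for 5 h at 4 °C / Dosing: compound at 4.8 µM, single dose / Detection: time-resolved FRET / Benchmarks: high control biotin, low control 0.6% DMSO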
# HIF-2a inh: HIF-2a inhibition; 786-0 RCC cells HIF-2a reporter, luciferase luminescence, overnight; inhibition, % at 18.8 µM; 0.72% of 360,000 active;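 active = inhibition of the luminescence signal of 40% or more relative to plate controls, in a single-dose primary screen at 18.75 µM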
# Vif imaging: blocks HIV Vif function. HEK293T cells, Vif self-association by quenched fluorescence, imaging, 24 h. inhibition, % at 7.49 µM. 0.35% of 340,000 active. AID 602346; in the data active = inhibition above about 50%, passing the limit was not always enough; also: some results filed as inactive read as strong as hits
# MITF TRPM1 inh: MITF TRPM1 promoter inhibition in SK-MEL-5 cells; SK-MEL-5 TRPM1 promoter luciferase, 24 h; inhibition, % at 12.5 µM; 0.83% of 330,000 active;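 active = mean inhibition across replicates of 60% or more, whatever share of single replicates reaches that level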; also: values of inactives mirror those of a sister screen read the other way
# Peg3 prom inh: reduces Peg3 promoter-driven luciferase expression in HeLa; HeLa PEG-Prom luciferase reporter, luminescence, overnight; inhibition, % at 20 µM; 1.7% of 360,000 active;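 active = inhibition of at least 50% at 20 µM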
# CF NFkB inh: cystic fibrosis NF-kB activation inhibition | 0.86% of 360,000 active | inhibition, % at 5 µM | AID 588850 | KKLEB NF-kB-GFP reporter, PAF-induced, GFP fluorescence overnight;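 active = at least 50% inhibition at 5 µM, scaled per plate between neutral and stimulator controls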;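 also: PAF is a Pseudomonas aeruginosa culture filtrate used as stimulus; plate controls were PAF-stimulated DMSO wells for no effect and unstimulated DMSO wells for full effect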
# KKLEB cytotox: reduces viability of KKLEB cystic fibrosis airway cells; 0.36% of 360,000 active; activity change (cytotoxicity), % at 5 µM; KKLEB CF airway cells viability, ATPlite luminescence, overnight; hits give low values; cells stimulated with P. aeruginosa culture filtrate;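 active = corrected activity change at or below -50% at 5 µM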
# Shn3 3UTR inh: reduces Shn3 3'UTR luciferase signal in osteoblasts; 0.52% of 360,000 active; inhibition, % at 12.5 µM; Clone20 osteoblast Shn3 3'UTR firefly luciferase, 24 h;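 active = mean inhibition of at least 75% with every replicate also reaching 75%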;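 also: 0% = median of neutral control wells and 100% = pilot-screen positive control compound; some compounds past the cut are filed as inactive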
# NR2E3 ag-2: human photoreceptor-specific nuclear receptor agonism; AID 602229; 0.35% of 360,000 active; CHO-S Gal4-NCOR/VP16-NR2E3 two-hybrid, luciferase; inhibition of corepressor binding, % at 3.98 µM;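 active = inhibition above the mean of all tested compounds plus 3 SD, cut at about 70% in these data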;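 also: 0% = DMSO with NR2E3 transfected cells and 100% = cells lacking NR2E3 construct; higher means lower luciferase signal from less NR2E3 corepressor binding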
# CaV13 FRET inh: Primary screen for inhibitors of IQ motif and Ca2+-dependent inactivation inhibitor domain binding in CACNA1D, Förster resonance energy transfer in living cells, …. inhibition, % at 12.3 µM. 0.098% of 340,000 active. HEK cells, CFP/YFP FRET ICDI-IQ, plate reader, 10 min; percent FRET-ratio fall versus neutral wells;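 active = mean replicate inhibition of at least 30% and at least 1% of replicates passing that level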;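 also: 0% = median of the neutral control wells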
# PDI turbidity: inhibitors of human protein disulfide isomerase; P07237; PDI insulin aggregation turbidity, A650, 90 min; inhibition, % at 10 µM; 0.052% of 350,000 active;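 active = mean inhibition across replicates of 30% or more, whatever share of single replicates reach that level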;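 also: absorbance from insulin aggregation driven by PDI reduction with DTT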
# Target sequence (P07237 whole entry, looked up): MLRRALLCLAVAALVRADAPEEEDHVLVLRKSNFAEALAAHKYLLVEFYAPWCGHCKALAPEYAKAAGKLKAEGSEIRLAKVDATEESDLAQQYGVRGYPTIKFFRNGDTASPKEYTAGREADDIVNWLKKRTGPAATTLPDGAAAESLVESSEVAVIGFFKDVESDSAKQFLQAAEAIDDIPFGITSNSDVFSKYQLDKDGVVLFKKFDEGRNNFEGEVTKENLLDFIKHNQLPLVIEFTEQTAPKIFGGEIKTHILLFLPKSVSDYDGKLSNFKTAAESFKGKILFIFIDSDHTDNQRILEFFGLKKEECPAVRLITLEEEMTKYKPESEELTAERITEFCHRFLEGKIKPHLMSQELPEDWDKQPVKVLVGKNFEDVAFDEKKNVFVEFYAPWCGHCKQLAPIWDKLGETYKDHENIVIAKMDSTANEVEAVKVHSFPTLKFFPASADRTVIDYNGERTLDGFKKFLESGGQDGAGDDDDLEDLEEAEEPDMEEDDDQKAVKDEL
# * = called active by the depositor; nt = no result given.
# Preview (3 entries):
SMILES,NR2E3 ag-1,HIF-2a inh,Vif imaging,MITF TRPM1 inh,Peg3 prom inh,CF NFkB inh,KKLEB cytotox,Shn3 3UTR inh,NR2E3 ag-2,CaV13 FRET inh,PDI turbidity
Cc1oc2c(CN3CCCC3)c(O)ccc2c(=O)c1-c1ccc(Br)cc1,3,3,nt,5,14,6,0,9,-18,-8,-4
C=CCC1(CC=C)CCCN1Cc1nc(COc2ccccc2)no1,-1,8,-2,5,5,14,0,0,13,-2,1
CCNC(=O)C1(C)CCCN(CCOc2ccc(Cl)cc2)C1 (configuration not stated),nt,9,nt,nt,15,23,3,0,1,nt,0

# The list itself, from the first entry:
SMILES,NR2E3 ag-1,HIF-2a inh,Vif imaging,MITF TRPM1 inh,Peg3 prom inh,CF NFkB inh,KKLEB cytotox,Shn3 3UTR inh,NR2E3 ag-2,CaV13 FRET inh,PDI turbidity
Cc1oc2c(CN3CCCC3)c(O)ccc2c(=O)c1-c1ccc(Br)cc1,3,3,nt,5,14,6,0,9,-18,-8,-4
C=CCC1(CC=C)CCCN1Cc1nc(COc2ccccc2)no1,-1,8,-2,5,5,14,0,0,13,-2,1
CCNC(=O)C1(C)CCCN(CCOc2ccc(Cl)cc2)C1 (configuration not stated),nt,9,nt,nt,15,23,3,0,1,nt,0
CN(Cc1nc(Cc2cccc(F)c2)no1)CC1CCOCC1,3,12,1,1,13,1,6,9,-5,0,-4
CCC1CCCCN1CCCNC(=O)c1c(O)nc2c(C)cccn2c1=O (configuration not stated),1,-2,-9,-7,15,-10,4,-23,-17,-3,5
CCOC(=O)/C(C#N)=C/c1ccc(-c2ccsc2C(=O)OC)o1,1,-55,14,-45,-110,6,-20,-28,-1,-5,-3
CCOC(=O)c1cc2c(=O)n3ccccc3nc2n(Cc2ccccc2)c1=N,1,8,6,8,9,-20,0,9,-1,5,-7
CN(Cc1ccon1)Cc1cn[nH]c1-c1ccc(-c2ccccc2)cc1,3,-55,5,-25,-70,-6,2,-25,-37,-4,-1
CCOC(=O)C1CCN(c2c(NCCC(C)C)c(=O)c2=O)CC1,1,11,-3,10,0,-9,11,-21,-5,-6,0
Cc1csc2ncc(C(=O)N3CCc4ccccc43)c(=O)n12,1,21,-4,0,6,-16,2,-13,-6,-5,nt
CCCC(=O)OCC(=O)Nc1ccc(N=Nc2ccccc2)cc1,0,-219,1,-65,-339,15,-18,-93,-97,-3,-2
Cn1c(=O)cc(SCC(=O)NCC2CCCO2)c2ccccc21 (configuration not stated),1,9,nt,7,4,3,-15,-15,-23,-6,2
COc1ccc(CC(=O)NCC2CCCN(Cc3ccccc3Cl)C2)cc1 (configuration not stated),nt,9,1,1,9,-8,-2,6,-2,-2,0
O=C(COC(=O)Cc1ccc(F)cc1)Nc1ccc(Cl)cn1,-2,5,1,nt,-9,8,15,-16,-14,-7,3
O=C(N/N=C/c1ccccc1F)c1cc2c(ccc3ccccc32)o1,-1,-25,nt,-1,6,0,-9,-19,-6,nt,-5
O=C(NCc1cccnc1)Nc1cccc([N+](=O)[O-])c1,0,-10,-2,10,16,16,-10,-5,-24,nt,0
CN(CC(=O)Nc1cccc(F)c1)C(=O)CCCc1c[nH]c2ccccc12,4,-2,23,-3,-8,-15,-24,-1,-13,-14,-1
CC(=O)c1c(C)[nH]c(C(=O)Nc2ccc(Cl)c(S(=O)(=O)N3CCOCC3)c2)c1C,1,-16,0,40,-23,-42,5,14,6,-2,-7
O=S(=O)(c1ccccc1)N1CCCCC1CCc1ccccc1 (configuration not stated),nt,8,-11,12,17,38,-19,-23,-23,-6,-12
CCN(Cc1nc2cc(Cl)ccc2c(=O)[nH]1)C(=O)c1cccc(NC(=O)c2cccs2)c1,2,16,-8,14,17,14,-17,1,4,-5,9
O=C(N[C@@H](Cc1ccccc1)C(=O)N[C@@H](Cc1ccccc1)C(=O)O)OCc1ccccc1,2,7,-19,9,8,-43,4,3,-31,-11,-2
O=C(CO/N=C/c1ccccc1)N1c2ccccc2Oc2ccccc21,1,-9,-7,-2,12,26,2,4,-14,-4,-4
COc1ccc(CCNC(=O)Cn2c(=O)n(-c3ccc(F)cc3)c(=O)c3sccc32)cc1OC,nt,0,-5,1,9,-2,0,-35,-16,-5,-5
COc1cccc(C2C(C(=O)c3ccc(C)o3)=C(O)C(=O)N2c2cc(C)on2)c1 (configuration not stated),12,1,2,-4,-1,4,7,0,-42,-14,-8
O=C(NCCCN1CCCC1)c1ccc2c(c1)N(Cc1ccccc1F)C(=O)c1ccccc1S2=O (configuration not stated),0,17,-12,-7,7,-8,17,2,-29,-7,8

# Part of the list above, reformatted:
mol | NR2E3 ag-1 | HIF-2a inh | Vif imaging | MITF TRPM1 inh | Peg3 prom inh | CF NFkB inh | KKLEB cytotox | Shn3 3UTR inh | NR2E3 ag-2 | CaV13 FRET inh | PDI turbidity
CN(Cc1nc(Cc2cccc(F)c2)no1)CC1CCOCC1 | 3 | 12 | 1 | 1 | 13 | 1 | 6 | 9 | -5 | 0 | -4
CCC1CCCCN1CCCNC(=O)c1c(O)nc2c(C)cccn2c1=O (configuration not stated) | 1 | -2 | -9 | -7 | 15 | -10 | 4 | -23 | -17 | -3 | 5
CCOC(=O)/C(C#N)=C/c1ccc(-c2ccsc2C(=O)OC)o1 | 1 | -55 | 14 | -45 | -110 | 6 | -20 | -28 | -1 | -5 | -3
CCOC(=O)c1cc2c(=O)n3ccccc3nc2n(Cc2ccccc2)c1=N | 1 | 8 | 6 | 8 | 9 | -20 | 0 | 9 | -1 | 5 | -7
CN(Cc1ccon1)Cc1cn[nH]c1-c1ccc(-c2ccccc2)cc1 | 3 | -55 | 5 | -25 | -70 | -6 | 2 | -25 | -37 | -4 | -1
CCOC(=O)C1CCN(c2c(NCCC(C)C)c(=O)c2=O)CC1 | 1 | 11 | -3 | 10 | 0 | -9 | 11 | -21 | -5 | -6 | 0

# New compounds follow
SMILES,NR2E3 ag-1,HIF-2a inh,Vif imaging,MITF TRPM1 inh,Peg3 prom inh,CF NFkB inh,KKLEB cytotox,Shn3 3UTR inh,NR2E3 ag-2,CaV13 FRET inh,PDI turbidity
Cn1c(=O)c2cc(NC(=O)NCCc3ccccc3)ccc2n1Cc1ccc(F)cc1,nt,-78,-2,nt,-78,24,-24,-11,-10,-6,-2
COc1c(OC(C)=O)ccc(/C=C/c2ccc3cccc(OCc4ccccc4)c3n2)c1[N+](=O)[O-],2,-174,-5,-66,-106,20,-23,-44,-119,-6,2
COC(=O)/C=C1/SC(=Nc2ccc(Cl)c(Cl)c2)NC1=O,2,13,1,nt,9,12,-9,-4,-5,6,-2
O=C(C[n+]1cc(-c2ccc(Cl)c(Cl)c2)n2c1CCC2)c1cccs1,-1,16,26,19,15,13,0,1,-3,-2,8
O=C(CSc1nnc(-c2csc3c2CCCC3)o1)Nc1ccccc1,2,-68,-4,-27,-158,-12,-37,5,-180,-5,8
CC1CCCCC1NC(=O)c1nnc(Cc2ccc(Cl)cc2)o1 (configuration not stated),4,3,-2,7,9,14,4,1,-26,-5,nt
COc1cc(OC)cc(C(=O)Nc2nc(CC(=O)NCc3ccccc3OC)cs2)c1,-1,-3,1,-2,39,24,-26,22,-27,-6,-5
CCn1c2ccccc2c2cc(NC(=O)Cc3ccc(S(=O)(=O)N4CCOCC4)s3)ccc21,-3,4,nt,-1,17,-9,6,12,-4,-5,-2
CCOC(=O)CSc1ccc(S(=O)(=O)N2CCC(C)CC2)cc1[N+](=O)[O-],1,15,8,6,7,-3,3,23,-28,-5,1
Cc1ccccc1OCC(O)CN1C(=O)c2ccccc2C1=O (configuration not stated),1,-53,-11,-7,-4,8,-1,3,-45,-2,0
CN1CCN(C(=O)c2ccc(CS(=O)Cc3ccc(Cl)cc3)o2)CC1 (configuration not stated),-1,2,-5,-1,0,8,5,-9,-13,-3,1
O=C(NN1CCOCC1)c1ccc([N+](=O)[O-])cc1,nt,12,-5,12,4,6,-9,-6,-15,-4,6
Cc1ccccc1-n1c(SCC(=O)c2c(N)n(C)c(=O)n(C)c2=O)nnc1-c1cccnc1,5,19,1,1,11,-10,0,11,-6,-1,-26
Cc1cc(C)c(C(=O)COC(=O)c2ccc(NC(=O)CC#N)cc2)cc1C,2,-95,2,-9,-115,3,2,-8,-6,-15,-2
O=[N+]([O-])c1ccc(-c2nnc(-c3ccccc3)c(N3CCOCC3)n2)cc1,1,-13,10,-19,-30,-15,-16,5,-17,-3,-2
C=C1CN(CC(=O)OC)S(=O)(=O)c2ccccc21,1,-120,-2,-26,-135,-5,-6,-18,-44,-11,-5
CCOC(=O)c1nc2sc3c(c2c(=O)[nH]1)CCC(C)C3 (configuration not stated),2,-23,-4,-10,3,0,-8,-59,-28,-9,-5
COCCn1c(-c2ccccc2)nc2ccccc21,-1,-79,-18,-15,-26,15,-5,-18,-14,-3,3
O=C(O)c1cc2n(n1)C(C(F)(F)F)CC(c1ccccc1)N2 (configuration not stated),1,11,1,0,-7,1,-3,-12,2,nt,9
CCCOc1ccc(F)cc1-c1cc(C(=O)NCc2ccccc2OC)[nH]n1,nt,8,-1,nt,12,-11,-5,12,9,-4,-5
CCOC(=O)[C@@H]1[C@H]2COc3ccc(Br)cc3[C@@H]2N2C(=O)N(c3ccc(C(F)(F)F)cc3)C(=O)[C@@]12C,-2,12,7,2,13,11,-18,-1,13,-9,-1
CCN(CC)c1ccc2c(cc1=O)[C@@H](NC)CCc1cc(OC)c(OC)c(OC)c1-2,2,7,nt,66*,-2,42,-9,33,-30,-18,5
Cc1[nH][nH]c(=O)c1C(c1ccc(-c2ccc(Cl)c(Cl)c2)o1)c1c(C)[nH][nH]c1=O,1,-51,0,-5,17,-11,-9,37,-2,nt,-2
CC(=O)N1CCN(c2ccc(NCc3ccc(F)cc3)cc2)CC1,-4,-2,4,4,-3,-22,11,-12,-10,6,nt
CCOc1ccc(NC(=O)CN(C)C(=O)Cn2c(=O)oc3ccccc32)cc1OCC,9,7,-1,-7,2,1,-3,-1,-1,-16,1
O=C(OCc1cc2ccccc2[nH]c1=O)c1ccccn1,4,11,0,4,-8,3,6,-54,-20,-5,-1

# Arranged by molecular weight (low to high): 3 of the compounds above.
SMILES,NR2E3 ag-1,HIF-2a inh,Vif imaging,MITF TRPM1 inh,Peg3 prom inh,CF NFkB inh,KKLEB cytotox,Shn3 3UTR inh,NR2E3 ag-2,CaV13 FRET inh,PDI turbidity
COC(=O)/C=C1/SC(=Nc2ccc(Cl)c(Cl)c2)NC1=O,2,13,1,nt,9,12,-9,-4,-5,6,-2
COc1ccc(CC(=O)NCC2CCCN(Cc3ccccc3Cl)C2)cc1 (configuration not stated),nt,9,1,1,9,-8,-2,6,-2,-2,0
CCn1c2ccccc2c2cc(NC(=O)Cc3ccc(S(=O)(=O)N4CCOCC4)s3)ccc21,-3,4,nt,-1,17,-9,6,12,-4,-5,-2

# Assay outcomes: PubChem, several laboratories
